MsrA inhibitor – inhibits bovine methionine sulfoxide reductase A. AID 651718. purified bovine MsrA, absorbance read-out. 360,000 tested, 0.75% active. inhibition, % at 15.5 µM; in the data active means inhibition above about 4.5%;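 further: 0% = vehicle wells with enzyme and 100% = reference inhibitor wells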
MsrA act – activates bovine MsrA enzyme; purified bovine MsrA, absorbance read-out; activation, % at 10.6 µM; 360,000 tested, 0.3% active; AID 602163; in the data active means activation above about 7.5%;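 further: 0% = vehicle and 100% = reference activator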
CSN inh – CSN deneddylation inhibition. Q92905. Purified CSN, SCF-Nedd8-OG deneddylation, fluorescence polarization. inhibition, % at 12.5 µM. 360,000 tested, 0.38% active. AID 651999;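 active means pattern-corrected inhibition above about 35%, with an unprinted fluorescence ratio check between 0.5 and 1.5, limit read from the data, passing the limit was not always enough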;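 further: 0% = enzyme with substrate and 100% = substrate without enzyme; some results filed as inactive read as strong as hits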
Target sequence (Q92905 whole entry, looked up, one chain of several): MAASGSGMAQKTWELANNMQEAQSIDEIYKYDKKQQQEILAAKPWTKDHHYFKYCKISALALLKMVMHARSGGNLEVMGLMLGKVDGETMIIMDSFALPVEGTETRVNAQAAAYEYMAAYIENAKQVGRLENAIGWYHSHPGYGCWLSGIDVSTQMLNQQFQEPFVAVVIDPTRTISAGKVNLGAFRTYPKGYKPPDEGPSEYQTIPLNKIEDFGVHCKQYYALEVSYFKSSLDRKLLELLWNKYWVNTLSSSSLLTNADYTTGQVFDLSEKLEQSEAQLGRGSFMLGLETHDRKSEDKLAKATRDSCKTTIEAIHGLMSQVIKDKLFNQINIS
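Material: human Csn5 produced in HEK293T cells; Input: enzyme 0.24 nM; Reagent: SCFSkp2-Nedd8OG substrate at 10 nM final; Dosing: 12.5 µM compound; Incubation: 90 min reaction at room temperature; Detection: fluorescence polarization of the substrate; Evaluation: % inhibition of substrate cleavage by Csn5; Control set: substrate-only high control, full reaction low control.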
FAS TE block – inhibitors of human fatty acid synthase thioesterase domain; P49327; 360,000 tested, 0.67% active; AID 602261; inhibition, % at 15 µM; recombinant FAS-TE, OMFH fluorogenic substrate, fluorescence endpoint;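 active means compounds whose normalised, plate-corrected inhibition of enzyme fluorescence in the single-dose primary screen is 50% or more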;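 further: 0% = DMSO with enzyme and 100% = substrate without enzyme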
MT1-MMP act inh – MT1-MMP (human) activation inhibition; P50281; GFP/RFP ratio change, % at 20 µM; HT1080 RFP-PRO-GFP cells, GFP/RFP ratio fluorescence, overnight; percent of plate control window, DMSO zero; 360,000 tested, 0.061% active; AID 651647;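 active means GFP/RFP ratio change of at least 30% with cell ATP level not reduced by more than half and red fluorescence within 50% of control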; further: strong numbers were not always called active
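Assay system: HT1080 cells carrying an RFP-PRO-GFP reporter | Dosing: Single dose of 20 µM compound, 1% DMSO final | Incubation: Cells overnight before dosing, compound overnight, 37 °C, 5% CO2 | Evaluation: GFP/RFP fluorescence ratio | Control set: DMSO and RFP-L50D-GFP cell wells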
PABP1 MLLE inh – inhibitors of microRNA-mediated deadenylation, human PABP1 MLLE binding; GST-MLLE / FITC-PAM2 fluorescence polarization; inhibition, % at 20 µM; 360,000 tested, 0.36% active; in the data active means inhibition above about 35%, passing the limit was not always enough;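 further: plate controls were DMSO wells with GST-MLLE for no effect and wells lacking GST-MLLE protein for full effect; some results filed as inactive read as strong as hits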
Rin1 Abl inh – human Rin1-Abl interaction inhibition; TR-FRET Rin1/Abl binding, biochemical; 360,000 tested, 0.4% active; AID 588664; inhibition, % at 7.35 µM; in the data active means inhibition above about 5%, passing the limit was not always enough
Rpn11 inh – inhibitors of human proteasome Rpn11 | O00487 | 360,000 tested, 0.59% active | human 26S proteasome, Ub4-pepOG fluorescence polarization; 20S core pre-blocked with epoxomicin | calls only at 20 µM;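 active means inhibition at 20 µM, scaled to each plate's controls, above about 33%, limit read from the data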
Target sequence (O00487 whole entry, looked up): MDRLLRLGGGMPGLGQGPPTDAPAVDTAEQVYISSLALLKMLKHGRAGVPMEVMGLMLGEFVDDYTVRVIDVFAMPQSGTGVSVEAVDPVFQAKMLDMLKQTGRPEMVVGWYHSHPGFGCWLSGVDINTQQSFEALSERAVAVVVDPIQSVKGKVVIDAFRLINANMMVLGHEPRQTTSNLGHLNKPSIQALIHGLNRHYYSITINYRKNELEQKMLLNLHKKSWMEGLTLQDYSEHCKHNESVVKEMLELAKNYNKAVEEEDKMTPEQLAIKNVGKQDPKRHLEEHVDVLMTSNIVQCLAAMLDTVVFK
E coli Lon inh – inhibits E. coli Lon protease | P0A9M0 | purified E. coli Lon protease, fluorescence polarization | inhibition, % at 7.94 µM | 360,000 tested, 0.42% active | AID 602123; in the data active means inhibition above about 13%, passing the limit was not always enough;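 further: 0% = enzyme with probe and DMSO and 100% = no enzyme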
Numbers without * were called inactive; i = inactive; nt = no result given; + = active, no number; & = joins results of further samples.

Each structure is followed by: MsrA inhibitor	MsrA act	CSN inh	FAS TE block	MT1-MMP act inh	PABP1 MLLE inh	Rin1 Abl inh	Rpn11 inh	E coli Lon inh
CCCCn1c(N)c(N(CC(C)C)C(=O)c2cccc(S(=O)(=O)N3CCCCC3)c2)c(=O)[nH]c1=O
  0.5	-7.5	-2.9	-1.4	-1.0	3.4	0.0	i	11.5
NC(=O)CN1C(=O)C(=O)N(Cc2ccccc2)C1=O
  1.5	-2.0	1.0	-5.4	-0.4	8.3	0.4	i	-3.7
O=C1C(CCS(=O)c2ccccc2)C(=O)N(c2ccccc2)N1c1ccccc1 (centres undefined)
  -1.1	-0.3	-3.2	-3.7	-1.5	20.4	0.1	i	-3.2
COc1cc(NC(=O)c2ccccc2)c(OC)cc1Cl
  1.8	-1.7	-4.7	3.7	-3.2	3.1	-2.7	i	5.8
Cc1ccc(-c2nc(NC(=O)CSc3ncn[nH]3)ns2)cc1
  -0.3	-3.6	2.6	-22.7	0.5	-7.2	-2.3	i	-3.7
N#Cc1c(C(F)(F)F)cc(-c2cccs2)nc1SCc1ccc(Cl)nc1
  1.6	-1.9	0.9	29.9	9.5	-29.4	-3.2	i	-5.4
COc1cc(-c2cc3nc(NCCc4ccncc4)ccn3n2)cc(OC)c1OC
  0.7	1.5	4.9	-6.1	16.7	10.3	3.7	i	-9.6
CCCn1nc(C(=O)Nc2ccc(N3CCOCC3)cc2)c2ccccc2c1=O
  -0.3	-4.7	13.2	-2.4	-2.0	-8.5	2.3	i	-7.4
CC(OC(=O)c1ccc(NC(=O)CC#N)cc1)C(=O)Nc1nc(-c2ccccc2)cs1 (centres undefined)
  -0.2	-0.9	-1.9	19.1	-7.8	-8.2	4.5	i	-10.3
Cc1cccc(C)c1-n1nnnc1C1c2ccccc2C(=O)N1CCCN1CCOCC1 (centres undefined)
  0.5	-2.8	-2.2	-11.6	1.8	nt	nt	nt	-8.8
O=C(Nc1ccccc1OC(=O)c1ccc(Cl)cc1)c1ccc(Cl)cc1
  0.6	5.6	0.0	9.0	-1.0	-11.1	3.1	i	-4.4
Cc1ccc(C(=O)CN(C(=O)c2ccc(Cl)c(Cl)c2)N2C(=O)C3C4C=CC(C4)C3C2=O)cc1 (centres undefined)
  1.4	4.1	0.9	60.7*	-1.4	-14.0	2.5	i	-7.1
CCOc1ccc2nc(N3C(=O)/C(=C/c4ccc(Cl)cc4)NC3=S)sc2c1
  0.8	-1.0	2.4	16.7	-114.5	-21.7	2.1	+	-7.1
COc1cccc(/C=C/C(=O)OCC(=O)Nc2ccc(N3CCOCC3)cc2)c1OC
  -1.3	-4.6	3.3	-3.3	-0.5	4.1	-1.9	i	-4.0
COc1ccccc1-c1sc2cc3c(cc2c1-c1ccc2c(c1)OCO2)OCO3
  1.0	-2.8	-0.8	28.6	3.8	-30.9	-4.8	i	8.6
CCOCCCN(C(=O)CCC(=O)Nc1cc(C)on1)C(C(=O)NC(C)(C)C)c1ccccc1Cl (centres undefined)
  3.2	-2.9	-0.1	0.3	-0.8	2.0	6.1	i	-3.0
COC(=O)C1=CN(Cc2ccc(C)cc2)C=C(C(=O)OC)C1c1cc(OC)c(OC)c(OC)c1
  -0.1	-2.4	-5.7	15.8	1.1	10.2	-4.2	i	4.4
CCn1c(-c2csc(C(C)C)c2)n[nH]c1=S
  1.6	-2.6	-5.5	-6.0	1.6	-7.5	-1.6	i	-10.8
Cc1cccc(C(C)C)c1NC(=O)COC(=O)COc1ccc2c(C)cc(=O)oc2c1
  -0.4	1.1	1.4	-15.4	-2.5	0.8	-2.0	i	-4.1
CCN1CCN(C(c2cccs2)C(C)NC(=O)c2ccccc2)CC1 (centres undefined)
  0.2	-3.0	-2.7	-7.8	-3.9	11.6	2.4	i	-18.3
Cc1ccccc1-c1cc2nc(NCCCN(C)C)n(C)c(=O)c2s1
  -0.4	-4.9	2.0	-2.3	1.1	-0.7	-1.6	i	-0.7
CCc1c(C)nn(C(=O)/C(C#N)=C\N(C)C)c1C
  -0.9	-5.2	13.7	-4.4	1.3	12.5	3.6	i	-4.4
CC(C)(C)C1C=C(Sc2ccccc2)C(=O)O1 (centres undefined)
  -1.4	-6.9	-1.3	-6.3	17.1	6.6	-3.4	i	-5.0
COc1ccc(CNS(=O)(=O)c2cc(OCC(N)=O)c(C)cc2Cl)cc1
  -0.4	0.8	-4.9	-5.0	-0.8	0.2	0.5	i	3.9
O=C(N/N=C/C(c1ccccc1)c1ccccc1)c1ccccc1F
  0.8	-4.8	-2.9	6.5	-2.2	6.1	2.3	i	-8.9
Cc1cccc(C(=O)Nc2sc3c(c2C(=O)O)CCC3)c1
  1.6	-3.0	-1.7	-2.4	2.2	6.4	-5.0	i	-4.6
C#CCCc1cscc1/C=[N+](\[O-])c1ccc(C(=O)OCC)cc1
  -0.8	-1.3	1.5	4.4	0.5	4.5	3.6	i	-1.4
CCn1nc(C)c(CNC(=O)CC2C(=O)NCCN2CC(C)C)c1C (centres undefined)
  -1.0	-5.2	-1.7	-10.1	6.0	11.7	0.1	i	-0.7
CNC[C@@H]1Oc2cc(Br)ccc2S(=O)(=O)N([C@H](C)CO)C[C@H]1C
  -0.8	-0.5	3.3	-10.2	4.0	-4.4	-1.3	i	-4.2
O=C(NCc1ccc2c(c1)OCO2)C1CCCN(S(=O)(=O)c2cccnc2)C1 (centres undefined)
  0.1	-7.5	-6.3	-2.8	-0.5	10.9	1.7	i	-1.5
CCN(CC)S(=O)(=O)c1cc(NC(=O)CNc2c(C)n(C)n(-c3ccccc3)c2=O)ccc1C
  1.4	-0.3	-1.0	-2.0	-4.4	6.4	2.0	i	2.8
Cn1ncc(Cl)c1C(=O)N1CCN(c2ccc(Cl)c(Cl)c2)CC1
  -0.1	-6.9	3.4	11.2	3.8	7.7	6.5	i	9.7
Cn1c(=O)cc(OCCCC(=O)NC2CCCC2)c2ccccc21
  -0.1	-15.1	-2.6	-6.4	8.0	-0.8	0.0	i	-2.5
COc1ccc(NC2CCCN(C(=O)CCCN3CCCCC3=O)C2)cc1 (centres undefined)
  1.1	-5.2	-2.5	-5.1	0.8	4.4	1.0	i	-6.9
O=S(=O)(c1ccccc1)c1cc(O)ccc1O
  -0.1	-3.2	-6.7	-1.6	0.8	-3.7	0.5	i	-3.4
CSc1ccc(CN2CCC(n3nccc3NC(=O)CCCc3ccccc3)CC2)cc1
  0.1	0.7	0.4	8.4	5.0	10.2	2.5	i	4.8
COc1ccc(NC(=O)/C=C/c2cccc(F)c2)cn1
  0.0	-0.1	-6.3	-9.0	-12.5	59.2	-1.4	i	1.4
COc1cc(N)ccc1NC(=O)c1cccs1
  -1.0	-5.0	3.0	-10.7	5.7	-9.2	3.3	i	-14.0
CC(C)C(NC(=O)C1CCCCC1)C(=O)NCc1ccccn1 (centres undefined)
  0.8	-2.9	-7.1	0.6	2.4	2.7	-0.8	i	-5.0
CN(C(=O)c1ccccc1Cl)c1ccccc1
  -0.8	-5.3	-0.8	-10.0	2.4	4.6	0.9	i	-3.7

Retrieved by compound from above:
Each structure is followed by: MsrA inhibitor	MsrA act	CSN inh	FAS TE block	MT1-MMP act inh	PABP1 MLLE inh	Rin1 Abl inh	Rpn11 inh	E coli Lon inh
CC(C)(C)C1C=C(Sc2ccccc2)C(=O)O1 (centres undefined)
  -1.4	-6.9	-1.3	-6.3	17.1	6.6	-3.4	i	-5.0
CN(C(=O)c1ccccc1Cl)c1ccccc1
  -0.8	-5.3	-0.8	-10.0	2.4	4.6	0.9	i	-3.7

The results go on:
Each structure is followed by: MsrA inhibitor	MsrA act	CSN inh	FAS TE block	MT1-MMP act inh	PABP1 MLLE inh	Rin1 Abl inh	Rpn11 inh	E coli Lon inh
Cc1ccc(Cn2ccsc2=NC(=O)CCl)cc1
  -1.1	-1.0	4.5	0.1	-22.4	13.5	1.3	i	5.7
CC(C)(C)OC(=O)C[C@H]1C/C=C\C[C@@H](CC(=O)N(CCO)Cc2ccccc2)C(=O)N[C@@H](c2ccccc2)COC1=O
  0.5	0.7	2.6	-4.0	-3.2	5.9	0.3	i	4.7
O=C(Cc1cc(=O)[nH][nH]1)N/N=C/C(Cl)=C/c1ccccc1
  0.7&1.7	-3.2&-0.4	-0.2&-1.0	-16.7&-11.8	21.8&0.6	-5.1&4.3	-2.0&0.1	i	-9.3&2.9
O=[N+]([O-])c1cc(S(=O)(=O)Nc2cccc(Cl)c2)ccc1N/N=C/c1ccc(N2CCOCC2)cc1
  2.2	-3.6	-7.0	31.3	13.3	1.9	-1.3	i	1.7
COC(=O)c1ccc(COC(=O)C2CCN(S(=O)(=O)c3c(Cl)cccc3Cl)CC2)o1
  -0.5	-0.7	-0.1	28.3	1.4	-42.9	15.2*	i	3.4
COc1ccc(C(C#N)C2(C)OCCO2)cc1OC (centres undefined)
  -0.3	-6.9	-7.1	-7.6	1.7	-2.3	-1.0	i	-0.1
CN(CC(=O)Nc1ccccc1Cl)C(=O)Cn1cnc2ccc(Cl)cc2c1=O
  -0.8	-2.7	-1.3	-3.5	-4.4	-5.5	4.4	i	-1.4
CC(=O)c1ccc(S(=O)(=O)N2CCC(NC(=O)c3ccccc3)CC2)cc1
  0.7	-2.4	-1.2	0.6	1.7	1.4	-2.2	i	-8.6
CCn1c(=O)c2c3c(sc2n2cnnc12)CCC3
  -0.1	-5.8	2.2	-4.8	0.5	-27.1	-1.1	i	4.4
COc1ccc(/C=C/C(=O)NCc2cn(C)nc2C)cc1COc1ccc(Br)cc1
  -0.4	2.0	2.5	12.4	5.7	16.6	-3.0	i	0.2
CCOC(=O)COc1c(Cl)cc(/C=C2\N=C(C)OC2=O)cc1OC
  1.2	-3.9	1.9	11.4	1.6	2.4	1.0	i	6.9
N=c1oc2ccc3ccccc3c2cc1-c1nnc2n1CCCCC2
  0.9	-2.7	0.6	-6.0	-0.3	-2.9	-7.5	i	0.5
COC(=O)C1Cc2c([nH]c3ccccc23)C2(CCN(Cc3ccccc3)CC2)N1 (centres undefined)
  0.3	-1.7	-2.6	-1.4	1.9	11.3	2.6	i	-4.8
CCOc1ncccc1C(=O)Nc1ccc(F)c(F)c1
  0.5	-2.5	4.4	9.0	-2.9	-3.5	4.0	i	-1.6

Screens: PubChem, several laboratories
